# Abeta yeast res – restores growth of yeast expressing A-beta42 peptide; AID 1347071; yeast expressing A-beta42, growth rescue, OD600, 48 h; response scale: 0% DMSO, 100% iron-clioquinol control; 410,000 tested, 0.063% active; Potency, µM (series often up to 46.1 µM), without a hit: at the top dose growth rescue, hits mostly activators; note: nearly all actives have a fitted effect of over 55% in size
#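 Yeast A-beta toxicity model in growth medium with pinned compounds, 48 h at 30 C; growth read as absorbance at 600 nm. Normalized to FeCl3/clioquinol equimolar mix (positive) and DMSO (negative).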
# FUS yeast rescue – rescues growth of FUS-expressing yeast. AID 1347120. 390,000 tested, 0.24% active. S. cerevisiae FUS-expressing, growth rescue, OD600, 24 h. Potency, µM (series often up to 76.6 µM), for the others: top-dose growth rescue (activation), actives largely listed as activators;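 note: plate controls were DMSO vehicle for no effect and reference control for full effect; nearly all actives have a fitted effect of over 55% in size; some results filed as inactive show a strong effect at the top dose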
#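 Read-out: OD at 600 nm after 24hr at 30C, reporting rescue of FUS-induced yeast toxicity. Cells at OD 0.005 in galactose (2%) minimal medium; compounds tested in a dilution series; CP55940 titration from 92uM final as control.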
# The depositor's hits bear a star; u = inconclusive; [ ] = another dose, or the depositor's remark. Calls come from the whole dose curve; as a rule, active = well fitted activation curve with a large enough effect; inconclusive = small, poorly fitted or top-dose-only effect; inactive = no such curve, though single readings can be large or run the other way. Potency is the fitted concentration of half-maximal effect. Some of the compounds tested; rates above refer to the full screens.
SMILES	Abeta yeast res	FUS yeast rescue
CCc1cccc(C)c1NC(=O)Cn1ccn(-c2ccc(F)cc2)c(=O)c1=O	7%	-8%
COc1ccc(C)cc1NS(=O)(=O)c1cc(Br)cc2c1N(C(C)=O)C(C)C2 (stereo not drawn)	-15%	-18%
Cc1ccc(N2CC(NC(=O)c3cc4ccccc4o3)CC2=O)cc1 (stereo not drawn)	-11%	14%
CCCN(CCC)CCCNC(=O)C1CCCN(S(=O)(=O)c2cccc3nsnc23)C1 (stereo not drawn)	0%	10%
COc1ccc(Cl)cc1NC(=O)Cn1nnc(C(=O)NCc2cccs2)c1N	5%	14%
COc1ccc(C(=O)Nc2ccc3oc(-c4ccc5ccccc5c4)nc3c2)cc1Br	-4%	-8%
CC(C)n1c(=N)c(C(=O)NC2CCCCC2)cc2c(=O)n3ccccc3nc21	-4%	-15%
Cc1ccc(S(=O)(=O)NCc2ccc(C(=O)NCCc3cccc(C)c3)cc2)cc1	-5%	-5%
CCC(Sc1nc2cc3c(cc2c(=O)n1CCCCCC(=O)NCc1ccc2c(c1)OCO2)OCO3)C(=O)NCCCOC (stereo not drawn)	2%	5%
CCCNC(=O)C1CCC(Cn2c(=O)c3sccc3n(CC(=O)N3CCC(C)CC3)c2=O)CC1 (stereo not drawn)	-11%	-16%
CCc1ccc(S(=O)(=O)c2cn(Cc3ccccc3)c3cc(N4CCCC4)c(F)cc3c2=O)cc1	8%	-26%
CCOC(=O)c1ccc(NC(=O)C(CC)Sc2nc3ncccc3o2)cc1 (stereo not drawn)	-7%	2%
CCOc1ccc(CCNC(=O)Cc2ccc(NC(=O)N3CCSc4ncccc43)cc2)cc1	-1%	15%
Cc1cc(C)c(NS(=O)(=O)c2ccc(-c3cnc(C4CC4)o3)cc2)c(C)c1	13µM*	36%
Cc1nc2nc(SCC(=O)NC3CCCCC3)nn2c(C)c1Cc1ccccc1Cl	-32%[inhibitor]	27%
COc1ccc(CCNC(=O)c2ccc(Cn3c(=O)c4ccccc4n(Cc4ccc(F)cc4Cl)c3=O)cc2)cc1OC	-8%	9%
COc1cccc(C(=O)NCC(=O)OCc2cc(=O)n3c(C)csc3n2)c1	-12%	19%
O=C(CCCn1c(=O)c2ccccc2n(Cc2cccc(Cl)c2)c1=O)NCCc1ccc(Cl)cc1	-21%	41%
CCOc1ccc(-c2cc(-c3nc(-c4ccc(C)cc4)no3)[nH]n2)cc1	-15%	-18%
CC1=C(C(=O)OCC2CCCCC2)C(c2ccccc2F)CC(=O)N1 (stereo not drawn)	-3%	-3%
CCOC(=O)COc1ccc(CC)cc1C(=O)c1ccn2nc(-c3ccc(Cl)cc3)cc2n1	-4%	3%
CCN(CC)C(=O)C1CCN(S(=O)(=O)c2c(C)noc2/C=C/c2cccc(OC)c2)CC1	4%	u
O=C(CSc1nc(=O)[nH]c2c1CCC2)Nc1cc(C(F)(F)F)ccc1Cl	-2%	-16%
CCOc1ccc(C(=O)Nc2nnc(S(=O)(=O)Nc3ccccc3)s2)cc1	-2%	-29%
Cc1nnc(N2C(=O)c3oc4ccccc4c(=O)c3C2c2ccc(C(C)(C)C)cc2)s1 (stereo not drawn)	-19%	2%
CCCOC(=O)c1c(NC(=O)C2c3ccccc3Oc3ccccc32)sc2c1CCC(C)C2 (stereo not drawn)	-12%	15%
Cc1ccc(OCC(=O)Nc2ccc3nn(-c4ccc(Cl)cc4)nc3c2)cc1	-8%	-4%
CC(C)(C)OC(=O)N1CCC(c2c(C(=O)NC3CCCCC3)cnn2-c2cccc(Cl)c2)CC1	4%	38%
COc1ccc(NC(=O)c2cc(C3CC3)nc3c2c(C)nn3-c2ccc(C)cc2)cc1OC	-12%	-6%
Cc1cc(C)n(-c2nc(C)c(C)c(=O)n2CC(=O)Nc2ccc(OC(F)(F)F)cc2)n1	26%	-17%
CCCOc1ccc(C(=O)N(Cc2cccs2)c2ccc(C)cc2)cc1	9%	22%
COc1ccc(C(=O)CC2(O)C(=O)Nc3c(C)cccc32)c(OC)c1OC (stereo not drawn)	-7%	-5%
CCOCCCn1c(SCC(=O)Nc2ccc(F)cc2)nc2c(sc3ccccc32)c1=O	-8%	-22%
CCCNC(=O)C1=CC(c2ccc3c(c2)OCO3)=NS(=O)(=O)N1C	12%	-7%
CCN(CC)C(=O)C1CCN(C(=O)c2cnn(-c3ccccc3)c2-n2cccc2)CC1	-8%	36%
CC(=O)c1ccc(NC(=O)C2CCN(c3nnc(C)c4c(C)n(-c5ccccc5)nc34)CC2)cc1	-5%	14%
COc1cccc(C2C=C(c3ccc(C)cc3)Nc3c(C(=O)Nc4ccc(F)cc4)cnn32)c1OC (stereo not drawn)	3%	4%
CN1C(C(=O)c2ccccc2)=C(NC(=O)c2ccccc2Br)c2ccccc2S1(=O)=O	-19%	-2%
CCOc1ccc(CNCc2c(C(=O)O)c(C)n(Cc3ccc(C)cc3)c2C)cc1	0%	31%
CC(=O)Nc1ccc(Nc2ncnc3c2cnn3C)cc1	-11%	19%
COc1ccc(NC(=O)c2oc3ccccc3c2NC(=O)c2cc3ccccc3o2)c(OC)c1	-8%	-14%
COc1ccc(NC(=O)c2c(-c3ccccc3)c(-c3ccccc3)nn(C)c2=O)cc1OC	-4%	26%
CCOc1ccc(NC(=O)Cn2cc(C(=O)c3ccc(OC)cc3)c(=O)c3cc4c(cc32)OCO4)cc1	-1%	-18%
COc1ccc(N2CCN(C(CNC(=O)CC(C)C)c3ccc4c(c3)OCO4)CC2)cc1 (stereo not drawn)	-3%	-1%
O=C(Nc1cccc(C(=O)OCc2cc(=O)n3nc(C4CC4)sc3n2)c1)c1ccccc1	-18%	1%
O=C(NCc1cccnc1)C1CCN(Cc2cc3ccccc3n2Cc2cccc(Cl)c2)CC1	-8%	-13%
O=C(CCn1c(=O)c2sccc2n(Cc2ccccc2F)c1=O)NCc1ccc2c(c1)OCO2	-7%	-21%
CN1CCN(C(c2ccccc2)c2sc3nc(-c4ccco4)nn3c2O)CC1 (stereo not drawn)	-4%	-4%
COc1cc(Cl)c(C)cc1NC(=O)NC1COc2ccccc2C1 (stereo not drawn)	-10%	-13%
CCCN1C(=O)CN(C2CCCCC2)C(=O)C1c1ccc(OC)c(OC)c1 (stereo not drawn)	-3%	10%

# (further entries)
SMILES	Abeta yeast res	FUS yeast rescue
O=C(C1COc2ccccc2O1)N1CCN(c2nc3ccc(F)cc3s2)CC1 (stereo not drawn)	u	u
CCOc1ccccc1NC(=O)C1CCCN1S(=O)(=O)c1ccc2nc(-c3ccccc3)[nH]c2c1 (stereo not drawn)	20%	22%
Cc1cc(Br)ccc1NC(=O)c1sc2ncn(Cc3ccccc3Cl)c(=O)c2c1C	-7%	8%
COc1ccc(-n2c(/C=C/c3cc(OC)c(OC)cc3OC)nc3cc4ccccc4cc3c2=O)cc1Cl	-10%	5%
Cc1cc(C)cc(NC(=O)C2CCN(c3nnc(-n4c(C)ccc4C)s3)CC2)c1	-10%	15%
O=C(Nc1ccccc1C(=O)OCc1cc(=O)n2ccsc2n1)c1ccc(Cl)cc1	-10%	-18%
O=C(Cn1c2ncccc2c(=O)n1-c1ccccc1)Nc1ccc(Cl)cc1C(F)(F)F	-4%	-5%
CCN1CCN(c2cc(C)c3cc(NC(=O)c4cccc(C(F)(F)F)c4)ccc3n2)CC1	-5%	-12%
COc1ccc(OC)c(CCNC(=O)CCn2c(=O)c3cccn3c3cccnc32)c1	3%	21%
COc1cccc(C2=CC(c3cc(Br)ccc3F)n3nnnc3N2)c1 (stereo not drawn)	-5%	30%

# Continuation.
# Value order – Abeta yeast res, FUS yeast rescue
COc1cc(OC)c(NC(=O)c2nn(C)c3c2COc2ccccc2-3)cc1Cl
 : -7%, 1%
Cc1c(C)c2cc3c(c(C)c2oc1=O)OCN(CCc1ccccc1)C3
 : -52%[inhibitor], -19%
Cc1ccc(Cn2c(C(=O)O)c(CNCCc3cccs3)c3ccc(C)cc32)cc1
 : -6%, 12%
COc1ccccc1OCCCCn1c(C2CC(=O)N(c3ccccc3Cl)C2)nc2ccccc21 (stereo not drawn)
 : 8%, -25%
Fc1cccc(Cl)c1Cn1c(-c2cccs2)nc2ccccc21
 : 8%, 23%
O=C(CCN1C(=O)c2ccccc2Sc2ncccc21)Nc1ccc(F)cc1F
 : -39%, 1%
Cc1ccc(Nc2c(-c3cccs3)nc3nc(C)cc(C)n23)cc1
 : -4%, 39%
CCCCN(Cc1ccccc1)S(=O)(=O)c1ccc2c(c1)CCN2C(=O)C1CCC1
 : -9%, -3%
COc1ccccc1CNc1ncnc2c1cnn2-c1ccc(C)cc1
 : 14%, -18%
Cc1ccc(OCCCCn2c(-c3ccc(Cl)cc3)nc3ccccc3c2=O)cc1
 : -12%, -10%
Cc1nn(-c2ccccc2)c(OC(=O)c2cccc(Br)c2)c1S(=O)(=O)c1ccccc1
 : 2%, -14%
CCOc1ccc(NC(=O)N2CCC(CN3CCC(C)CC3)CC2)cc1
 : -24%, 0%
Cc1nnc(SCc2cc(=O)n3c(C)cccc3n2)s1
 : -20%, 8%
Cc1cccc(-n2c(SCC(=O)Nc3ccc(C)c(C)c3)nc3n[nH]c(C)c3c2=N)c1
 : -10%, 10%
CCc1ccccc1Nc1cc(C(=O)NCCCN(C)C2CCCCC2)c2ccccc2n1
 : -20%, -6%
COc1ccc(CNC(=O)c2cnn(-c3ccc(C)cc3)c2-n2cccc2)cc1OC
 : -6%, 26%
COc1ccc(OC)c(NC(=O)CSc2nc(-c3ccccc3C)nc3cc(=O)[nH]n23)c1
 : -8%, 30%
COc1ccccc1NC(=O)c1sc2nc3c(cc2c1N)CN(Cc1ccccc1)CC3
 : -16%, 5%
CCCCC(=O)Nc1nnc(S(=O)(=O)N(CC)c2cc(C)cc(C)c2)s1
 : -9%, -10%
Cc1ccc(NC(=O)Cn2c(=O)n(Cc3ccccc3)c(=O)c3c2c2cc(C)ccc2n3C)cc1
 : 11%, -24%
COCCCNC(=O)C1CCN(Cc2nc(-c3ccc(OC)c(OC)c3)oc2C)CC1
 : -8%, 6%
CCN(Cc1ccccc1)C(=O)c1cc(-c2ccccc2)n[nH]1
 : -5%, 18%
COc1cccc(CNCCSc2nnnn2C)c1OCc1ccccc1F
 : -2%, 7%
O=C(Cn1nc(-c2ccc(Cl)cc2)c2ccccc2c1=O)Nc1cccc(C(F)(F)F)c1
 : 11%, 20%
Cc1cc(C)cc(-n2cnc3cc(C(=O)NCCc4ccccc4)ccc32)c1
 : -15%, u
O=C(CC1C(=O)OCCN1Cc1ccccc1)Nc1cccc(C(F)(F)F)c1 (stereo not drawn)
 : -41%[inhibitor], 41%
COc1ccc(-c2cnc(C)o2)cc1S(=O)(=O)Nc1ccc(C)c(N(C)C)c1
 : -5%, 11%
CCC1CCCCN1C(=O)c1c[nH]c2ccc(S(=O)(=O)Nc3cccc(OC)c3)cc2c1=O (stereo not drawn)
 : 6%, 23%
CCn1ccc2c(OCC(=O)Nc3ccc(C(C)=O)cc3)cccc2c1=O
 : -7%, 10%
CCC(C)(C)NC(=O)C1CCN(S(=O)(=O)c2ccc3c(c2)CCCN3C(C)=O)CC1
 : u, 6%
CCc1ccc(NS(=O)(=O)c2ccc(C(=O)N(C)C)s2)cc1
 : -15%, 22%
Cc1ccc(NS(=O)(=O)c2ccc3nc(-c4ccccc4)[nH]c3c2)c(Br)c1
 : -5%, -10%
CC(=O)c1cccc(Nc2cc(C)nc3nc(-c4ccccc4C)nn23)c1
 : -2%, 38%

# Assay outcomes: PubChem, National Center for Advancing Translational Sciences (NCATS)
